TEAD-YAP block – TEAD-YAP interaction inhibition; HEK-TIYL cells, TEAD-Gal4/YAP UAS-luciferase luminescence; inhibition, % at 9.12 µM; 1.4% of 640,000 active; in the data active = inhibition above about 32%;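 also: 0% = median of test compound wells and 100% = reference inhibitor wells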
MITF inh – blocks human microphthalmia-associated transcription factor; AlphaScreen MITF homodimerization, bead proximity signal; 0.91% of 650,000 active; O75030; AID 1259374; inhibition, % at 2.6 µM; in the data active = inhibition above about 50%;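 also: 0% = vehicle wells with protein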
Target sequence (O75030 whole entry, looked up): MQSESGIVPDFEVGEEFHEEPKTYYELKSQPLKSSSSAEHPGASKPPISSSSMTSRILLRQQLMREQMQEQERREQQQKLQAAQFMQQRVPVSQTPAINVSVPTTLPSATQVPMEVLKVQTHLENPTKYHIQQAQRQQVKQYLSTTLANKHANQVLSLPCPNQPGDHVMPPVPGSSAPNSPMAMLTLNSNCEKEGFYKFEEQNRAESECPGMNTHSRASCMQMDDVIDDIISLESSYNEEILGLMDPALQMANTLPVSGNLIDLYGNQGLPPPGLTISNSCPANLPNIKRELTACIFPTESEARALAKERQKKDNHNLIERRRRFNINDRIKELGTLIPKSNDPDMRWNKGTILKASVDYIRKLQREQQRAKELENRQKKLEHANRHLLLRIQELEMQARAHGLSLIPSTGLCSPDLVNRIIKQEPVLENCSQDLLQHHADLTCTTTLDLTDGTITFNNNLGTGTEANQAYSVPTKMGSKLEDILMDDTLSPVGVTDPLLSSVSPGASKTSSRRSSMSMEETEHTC
FBW7 act – human FBW7 E3 ligase activation, primary screen; Q969H0; 0.13% of 650,000 active; AID 1259310; AlphaScreen FBW7–phospho-cyclin E peptide binding, activator screen; normalized activity (activation), % at 26.1 µM; in the data active = normalized activity above about 1.9%;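 also: purified mutant Fbw7 with reduced substrate affinity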
GPR151 activ – activators of human GPR151; activation, % at 11.2 µM; PathHunter beta-arrestin GPR151 cells, luminescence; AID 1508602; 1% of 650,000 active; in the data active = activation above about 4.9%;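 also: 0% = median of compound wells and 100% = cells with positive control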
Target sequence (Q8TDV0 whole entry, looked up): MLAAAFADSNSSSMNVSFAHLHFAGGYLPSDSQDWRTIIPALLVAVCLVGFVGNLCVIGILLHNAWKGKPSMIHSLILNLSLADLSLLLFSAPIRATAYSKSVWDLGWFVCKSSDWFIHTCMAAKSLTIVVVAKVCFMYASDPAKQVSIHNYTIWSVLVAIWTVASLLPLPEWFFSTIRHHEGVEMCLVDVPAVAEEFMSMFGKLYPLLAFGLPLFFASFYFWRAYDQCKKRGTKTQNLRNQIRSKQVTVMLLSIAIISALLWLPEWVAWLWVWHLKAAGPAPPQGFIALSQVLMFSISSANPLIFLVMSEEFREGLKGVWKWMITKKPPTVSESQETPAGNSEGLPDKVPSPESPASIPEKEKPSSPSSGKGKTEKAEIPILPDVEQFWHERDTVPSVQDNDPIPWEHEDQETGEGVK
* marks the source's active call; other numbers are inactive results; x = not tested or not shown; & = joins results of further samples.

Below each compound: TEAD-YAP block | MITF inh | FBW7 act | GPR151 activ
> Cc1cc(C(=O)OCC(=O)N(Cc2ccccc2)C(C)(C)C)c(C)o1
→ -6.0 | -17.5 | 0.0 | -0.3
> C[N+]1(C)CCc2cc3c(cc2[C@H]1[C@@H]1C(=O)Oc2c1ccc1c2OCO1)OCO3
→ x | 17.1&12.6 | 0.0&0.3 | -1.2&0.8
> CN1C(=O)C(C)(C)c2cc(S(=O)(=O)NCC(=O)NCCc3ccc(Cl)cc3)ccc21
→ 5.6 | 9.7 | -0.1 | -2.1
> Cc1ccc(NC(=O)Cn2c(-c3ccccc3F)nc3ccccc3c2=O)c(C)c1
→ 10.0 | -2.8 | 0.0 | 0.0
> COc1ccc(Oc2coc3cc(OC(C)=O)ccc3c2=O)cc1
→ -6.5 | 11.0 | 0.7 | 0.1
> NC(=O)c1c(NC(=O)c2cccc(I)c2)sc2c1CCCC2
→ 20.6 | -11.8 | -0.1 | 0.2
> CS(=O)(=O)c1ccc(SCC(=O)Nc2cccc(C(F)(F)F)c2)c([N+](=O)[O-])c1
→ 3.0 | 8.3 | 0.2 | -0.3
> CCN(CC)CCOC(=O)C1c2ccccc2Oc2ccccc21
→ 1.7 | 20.2 | 0.0 | 0.3
> CCOC(=O)C1=C(C)Nc2nc(SC)nn2C1c1ccc(C)cc1 (stereo not drawn)
→ 7.6 | 14.0 | -0.1 | 0.3
> Cc1ccccc1CC1(CO)CCCN(C(=O)C2CCCC2)C1 (stereo not drawn)
→ -4.6 | 13.6 | 0.4 | -0.6
> Cc1cc(/C=C2\NC(=O)NC2=O)c(C)n1-c1ccc(F)c(Cl)c1
→ -9.5 | 8.3 | -0.4 | 1.0
> CCOc1ccc(Br)cc1C(=O)NCCc1ccc(OC)c(OC)c1
→ -9.2 | -6.6 | -0.3 | 1.0
> C#CCn1c(CCNC(C)=O)nc2ccccc21
→ -7.5 | 6.7 | -0.1 | -0.6
> CC1=C(C(=O)OC(C)C)C(c2cc3c(cc2Br)OCO3)C2=C(CC(C)(C)CC2=O)N1 (stereo not drawn)
→ -3.0 | -3.6 | -0.2 | -1.3
> Cc1ccc(NC(=O)c2cc(S(=O)(=O)N3CCCCC3)ccc2F)cc1C
→ -18.7 | -2.8 | 0.0 | -0.7
> COc1ccc(C(=O)OCC(=O)c2cccc([N+](=O)[O-])c2)cc1OC
→ -2.3 | 5.8 | 0.0 | -0.2
> CC(C)CCn1c(=O)c2c(nc3n2CC(C)CN3Cc2ccccc2)n(C)c1=O (stereo not drawn)
→ -1.0 | 18.1 | 0.3 | -0.4
> Cc1c(C(=O)N2CCN(c3ccccc3F)CC2)sc2ncn(Cc3ccccc3Cl)c(=O)c12
→ -8.1 | 6.2 | 0.0 | 1.1
> CCCNC(=O)C(C)n1sc2ccccc2c1=O (stereo not drawn)
→ 5.6 | 1.2 | -0.1 | 1.6
> O=S(=O)(NCCC(c1ccccc1)c1ccccc1)c1ccc(F)cc1
→ -7.7 | 5.2 | 0.0 | -0.9
> NC(c1ccc(Cl)cc1)c1nc2ccc(-c3ccncc3)cc2[nH]1 (stereo not drawn)
→ 5.1 | 11.4 | -1.2 | 0.3
> O=C(OCC(=O)c1ccccc1Cl)c1ccc(N2C(=O)C3CC=CCC3C2=O)cc1 (stereo not drawn)
→ 2.5 | -3.0 | 0.1 | 1.9
> COc1ccc2c(C)nc(Nc3nc4ccccc4c(=O)[nH]3)nc2c1
→ 1.3 | 18.9 | 0.1 | -2.7
> CC1(Cc2cccc(C#N)c2)C(=O)Nc2ccc(F)cc21 (stereo not drawn)
→ 1.9 | -4.0 | -0.1 | 4.8
> CC1=NN(c2ccccc2)C(=O)/C1=C\c1cc(C)n(-c2cccnc2)c1C
→ -4.1 | 29.6 | -0.1 | -0.3
> C=CCN1CCN(C(CC(C)C)c2nnnn2C2CCCC2)CC1 (stereo not drawn)
→ -3.5 | 1.9 | -0.2 | 0.2
> O=C(CCCOc1ccccc1)Nc1ccc2ccccc2c1
→ 0.4 | -5.6 | -0.1 | -0.2
> CC(=O)N(CN1C(=O)C2CC=CCC2C1=O)c1cccc(Cl)c1 (stereo not drawn)
→ -34.6 | 10.1 | -0.1 | 0.4
> O=C(c1cnsn1)N1CCOc2ccc(C(O)CCc3ccccc3)cc2C1 (stereo not drawn)
→ -8.6 | -2.6 | -0.1 | 5.3*
> CCN(CC)C(=O)C1CCCN(Cc2ccc(C(C)C)cc2)C1 (stereo not drawn)
→ 3.2 | 18.0 | 0.0 | 0.0

Five entries from above, reformatted:
Compound,TEAD-YAP block,MITF inh,FBW7 act,GPR151 activ
Cc1ccccc1CC1(CO)CCCN(C(=O)C2CCCC2)C1 (stereo not drawn),-4.6,13.6,0.4,-0.6
Cc1cc(/C=C2\NC(=O)NC2=O)c(C)n1-c1ccc(F)c(Cl)c1,-9.5,8.3,-0.4,1.0
CCOc1ccc(Br)cc1C(=O)NCCc1ccc(OC)c(OC)c1,-9.2,-6.6,-0.3,1.0
C#CCn1c(CCNC(C)=O)nc2ccccc21,-7.5,6.7,-0.1,-0.6
CC1=C(C(=O)OC(C)C)C(c2cc3c(cc2Br)OCO3)C2=C(CC(C)(C)CC2=O)N1 (stereo not drawn),-3.0,-3.6,-0.2,-1.3

Part of the list above, limited to GPR151 activ, MITF inh and FBW7 act:
SMILES | GPR151 activ | MITF inh | FBW7 act
Cc1ccccc1CC1(CO)CCCN(C(=O)C2CCCC2)C1 (stereo not drawn) | -0.6 | 13.6 | 0.4
Cc1cc(/C=C2\NC(=O)NC2=O)c(C)n1-c1ccc(F)c(Cl)c1 | 1.0 | 8.3 | -0.4
CCOc1ccc(Br)cc1C(=O)NCCc1ccc(OC)c(OC)c1 | 1.0 | -6.6 | -0.3
C#CCn1c(CCNC(C)=O)nc2ccccc21 | -0.6 | 6.7 | -0.1
CC1=C(C(=O)OC(C)C)C(c2cc3c(cc2Br)OCO3)C2=C(CC(C)(C)CC2=O)N1 (stereo not drawn) | -1.3 | -3.6 | -0.2

(further entries)
Below each compound: TEAD-YAP block | MITF inh | FBW7 act | GPR151 activ
> O=C(NCCC1=CCCCC1)c1coc(NC(=O)C2CC2)n1
→ -25.8 | 12.3 | 0.2 | 0.2
> COC(=O)c1cn(NC(=O)C2CCCCC2)c(=O)c2ccccc12
→ -0.2 | 8.4 | 0.1 | 0.2
> Cc1[nH]n(-c2cccc(Cl)c2)c(=O)c1C=Nc1ccc(Cl)cn1
→ -0.4 | 1.6 | 0.0 | -0.9
> C=CCN1C(=O)N(c2ccccc2)C(=O)C1CC(=O)Nc1ccc(Cl)cc1 (stereo not drawn)
→ 0.7 | 1.9 | 0.1 | -0.5
> CN1CCc2c(sc3c2C(=O)NC(c2ccc(O)c(O)c2)N3)C1 (stereo not drawn)
→ -0.9 | 65.9* | -0.3 | -0.1
> Cc1cc(OCC(=O)NCc2nc(-c3ccccc3)no2)cc(C)c1Br
→ 7.8 | 7.8 | 0.0 | 10.9*
> CC(C)c1ccc(C2Oc3ccccc3C3CC(c4ccccc4)=NN32)cc1 (stereo not drawn)
→ -49.6 | 12.8 | 0.2 | 0.1
> Cc1nc(NCCNC(=O)c2ccc(F)cc2)c2c3c(sc2n1)CCCC3
→ 0.8 | 10.3 | 0.4 | -0.6
> COc1ccc(/C=C/c2ccc([N+](=O)[O-])cc2)cc1
→ -73.1 | 5.2 | 0.1 | -1.2
> O=C(c1ccccc1)N1N=C(c2ccco2)CC1c1cccs1 (stereo not drawn)
→ -14.0 | 10.4 | 0.3 | 1.1
> CC(NC(=O)C(=O)NCCc1ccccc1Cl)c1ccccc1 (stereo not drawn)
→ 14.4 | 0.2 | 0.0 | 1.5
> CCn1c(O)c(C=NCC(C)(C)N2CCOCC2)c(=O)n(CC)c1=S
→ 5.1 | -1.3 | -0.1 | 1.2
> COc1ccc(N2N=C(C(F)(F)F)/C(=C/C=C\c3ccco3)C2=O)cc1
→ 1.3 | 47.3 | 1.5 | -1.5
> CC1CCN(CCCNC(=O)c2coc3nc4ccccc4nc23)CC1
→ -10.9 | -0.2 | -0.3 | -4.9
> O=C(Nc1nc(-c2ccncc2)cs1)C1COc2ccccc2O1 (stereo not drawn)
→ -6.1 | 12.1 | -0.1 | 0.6
> O=C(COC(=O)c1cc[n+]([O-])cc1)Nc1ccc2c(c1)OCCO2
→ 6.2 | -15.3 | -0.2 | -1.4
> COc1cccc(Nc2cc(N3CCCC(C)C3)c3noc4c3c2C(=O)c2ccccc2-4)c1 (stereo not drawn)
→ 7.5 | 38.1 | -0.3 | 0.5
> OCCC1CN(Cc2cc(Cl)ccc2O)CCN1Cc1ccc(F)c(F)c1 (stereo not drawn)
→ -4.1 | -4.8 | -0.1 | -0.1
> CC(=O)N1CCN(c2ccc(NC(=O)c3ccc(Br)cc3)cc2)CC1
→ -0.1 | -7.4 | -0.2 | -0.1
> Cc1ccc(C(=O)Nc2cccnc2)cc1C
→ -53.2 | 3.1 | 0.1 | -7.7
> CCc1nnc2ccc(N3CCN(S(=O)(=O)c4ccc(OC)cc4OC)CC3)nn12
→ -0.1 | 0.3 | -0.1 | -0.4
> N#C/C=C(\c1ccc(F)cc1)N1CCN(c2ccccc2)CC1
→ -4.7 | -3.0 | 0.1 | -1.3
> CC1(CCC(=O)NCc2cc3ccccc3s2)CCC(=O)N1 (stereo not drawn)
→ 4.7 | 0.6 | 0.0 | 0.3
> Oc1ccc(CCNc2cc(Nc3ccc4ncccc4c3)ncn2)cc1
→ -41.6 | 3.2 | 0.0 | -2.0
> CC(=O)c1cccc(CN2CCC(C(=O)Nc3ccc(Oc4cccnc4)cc3)CC2)c1
→ 14.7 | -15.7 | 0.0 | -0.3
> COc1ccc(-n2c(SCC(=O)N3CCCC3)nc3c(sc(=S)n3-c3ccccc3)c2=O)cc1OC
→ 9.2 | -6.6 | -0.3 | 0.4
> Cc1cccc(NC(=O)C2C3C=CC(C3)C2C(=O)O)c1C (stereo not drawn)
→ 4.1 | -4.8 | -0.2 | 3.5
> Cc1cccc(N(Cc2cc(=O)n3ccccc3n2)C2=NC3CS(=O)(=O)CC3S2)c1 (stereo not drawn)
→ 2.3 | 15.7 | -0.1 | -1.7
> Cc1cccc(C)c1NC(=O)c1cc(S(=O)(=O)N2CCCC2)cn1C
→ 4.3 | 1.6 | 0.1 | -0.4
> CCOc1ccc(C2C(C#N)=C(N)OC3=C2C(=O)CC(c2ccccc2)C3)cc1 (stereo not drawn)
→ 3.4 | 22.9 | 0.1 | -1.0

Below each compound: TEAD-YAP block | MITF inh | FBW7 act | GPR151 activ
> CCCNS(=O)(=O)c1cc(OC)c(Cl)cc1OC
→ 1.0 | -7.9 | -0.1 | 0.7
> COC(=O)c1ccc(NC(=O)c2ccccc2SC)cc1
→ -11.7 | -0.3 | -0.4 | -0.7
> COc1ccc(CC(=O)OCC(=O)c2ccc(Br)cc2)cc1OC
→ 9.6 | 9.4 | -0.2 | 0.5
> COc1ccccc1C(=O)NNC(=O)C(=O)Nc1ccc(C)cc1
→ 2.0 | 9.0 | 0.7 | -1.0
> CCCn1cnc2sc(C(=O)Nc3ccc(Oc4ccc5c(c4)C(=O)N(c4ccc6c(c4)OCO6)C5=O)cc3)c(C)c2c1=O
→ 3.7 | -1.1 | 0.0 | 1.5
> O=C1C(=O)N(c2cccc(Cl)c2)C(c2ccc([N+](=O)[O-])cc2)/C1=C(\O)c1ccccc1 (stereo not drawn)
→ -1.3 | 2.5 | 0.1 | -0.4
> O=C(c1ccc(S(=O)(=O)N2CCCCC2)cc1)N(Cc1ccccn1)c1nc2ccccc2s1
→ 0.3 | 8.1 | 0.0 | 0.5
> CC(C)Cn1c(=O)c2c(nc3n2CCCN3c2ccccc2)n(C)c1=O
→ -8.6 | 4.1 | -0.4 | -0.8
> CNC(=O)Cc1nc2ccccc2n1CC(=O)Nc1ccccc1C(=O)OC
→ -0.5 | -5.9 | 0.1 | 0.7
> CCOC(=O)C1(CC2CCCCO2)CCN(S(=O)(=O)c2ccc(C)s2)CC1 (stereo not drawn)
→ -2.1 | -8.1 | -0.1 | 0.4
> CCc1ccc2[nH]c3nc(=S)[nH]nc3c2c1
→ -12.9 | 14.7 | 0.2 | 0.1
> CC(=O)OC[C@H]1O[C@@H](O/N=C2\C[C@@H](O)C(O)[C@@H]3[C@@H]4C(=O)N([C@@H](C)c5ccccc5)C(=O)[C@@H]4CC[C@H]23)C(OC(C)=O)[C@@H](OC(C)=O)[C@@H]1OC(C)=O (stereo partly drawn)
→ x | 11.4 | 0.8 | -1.6
> CCCc1cc(=O)oc2c(C)c(OCC(=O)OC(C)(C)C)ccc12
→ 0.3 | 2.4 | -0.1 | -0.7
> COc1ccc(NC(=O)CCc2c(C)nc3nc(CN)nn3c2C)c(OC)c1
→ -7.9 | 13.0 | 0.6 | 0.3
> CC(=O)OC[C@H]1O[C@@H](O/N=C2\C[C@@H](O)C(O)[C@@H]3[C@@H]4C(=O)N([C@@H](C)c5ccccc5)C(=O)[C@@H]4CC[C@@H]23)C(OC(C)=O)[C@@H](OC(C)=O)[C@@H]1OC(C)=O (stereo partly drawn)
→ x | -3.7 | 0.0 | 1.2
> COc1ccc(OC)c(/C=C2/C(=O)N(c3ccc(C)cc3)N=C2C)c1
→ 1.7 | 23.1 | 0.6 | 1.0
> CCn1c(CC(=O)Nc2ccc(C)cc2)nnc1SCC(=O)Nc1nc(C)cs1
→ 5.3 | 12.0 | 0.0 | 0.8
> CCOC(=O)CN(c1ccccn1)S(=O)(=O)c1ccccc1
→ -11.0 | 0.4 | 0.1 | -0.6
> OCCCNc1nc(-c2cccs2)nc2ccccc12
→ 5.6 | -11.9 | 0.3 | 2.0
> CC1CCc2cc(F)ccc2N1C(=O)c1ccc([N+](=O)[O-])cc1 (stereo not drawn)
→ 4.5 | 19.1 | 0.1 | 1.2

High-throughput results deposited in PubChem BioAssay by The Scripps Research Institute Molecular Screening Center.
